Screening results: PubChem BioAssay, National Center for Advancing Translational Sciences (NCATS)
GLA spleen mod: qHTS Assay for Inhibitors and Activators of Human alpha-Galactosidase From Spleen Homogenate; Alpha-galactosidase A (Homo sapiens), P06280; human spleen homogenate, 4MU-alpha-Gal fluorescence, 40 min; Potency, µM (series often up to 80 µM), inactives show at the top dose activity change, negative = inhibition, usual class: inhibitors; 240,000 compounds, 0.008% hits;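 note: potency is the fitted concentration of half-maximal effect; 0% = enzyme with vehicle and -100% = no enzyme basal signal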
Target sequence (P06280 32-429 limits assumed): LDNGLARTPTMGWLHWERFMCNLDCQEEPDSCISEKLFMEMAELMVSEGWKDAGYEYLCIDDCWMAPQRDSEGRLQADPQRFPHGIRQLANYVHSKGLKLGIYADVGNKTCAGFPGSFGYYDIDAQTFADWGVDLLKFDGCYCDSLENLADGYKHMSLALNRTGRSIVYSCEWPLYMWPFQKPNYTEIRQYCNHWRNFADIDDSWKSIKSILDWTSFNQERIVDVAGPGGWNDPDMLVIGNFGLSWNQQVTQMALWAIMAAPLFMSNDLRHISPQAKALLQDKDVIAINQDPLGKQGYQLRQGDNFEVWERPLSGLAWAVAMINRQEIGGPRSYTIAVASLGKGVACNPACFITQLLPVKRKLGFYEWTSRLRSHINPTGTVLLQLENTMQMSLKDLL
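qHTS titration in buffer at pH 5.0. Alpha-galactosidase activity in spleen homogenate was measured via 4-methylumbelliferone release from 1 mM fluorogenic substrate after 40 min at 37C and a pH 10 stop. AC50 came from Hill fits of control-normalized data.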
Epigenetic reg: Quantitative High-Throughput Screen for Regulators of Epigenetic Control. murine LDR cells, GFP reporter derepression, 30 h. Potency, µM (doses to about 53.9 µM), inactives show top-dose GFP activation, hits mostly activators. 280,000 compounds, 0.2% hits; note: potency is the fitted concentration of half-maximal effect; % of control where 0% means no effect; nearly all actives have a fitted effect of over 60% in size
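GFP-positive cell count by laser-scanning cytometry (objects 20–120 um) after 30 h, 37 C compound exposure of murine LDR cells; reporter is CMV-GFP integrated at a silenced locus, inducible by HDAC or DNMT inhibitors.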
Tau fluor cs: Counterscreen qHTS for Inhibitors of Tau Fibril Formation, Fluorescence Polarization; AID 1463, 2008; tau K18 P301L Alexa594 fluorescence, heparin fibrillization; Potency, µM (top dose mostly 57.7 µM), for the others: top-dose activity change, negative = decrease; 280,000 compounds, 0.93% hits; note: potency is the fitted concentration of half-maximal effect; % is set by controls: 0 for no effect and ±100 for the full control effect; nearly all actives have a fitted effect of over 55% in size
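Human tau K18 P301L (15 uM unlabeled, 0.24 uM Alexa 594-labeled) in 100 mM sodium acetate pH 7 with 20 uM heparin, 6 hr at 37 C. ThT 30 uM added, 1 hr ambient; Alexa 594 FP and total fluorescence read at 555/632 nm.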
Tau fibril FP: qHTS for Inhibitors of Tau Fibril Formation, Fluorescence Polarization; Potency, µM (top dose mostly 57.7 µM), for the others: at the top dose activity, negative = inhibition, most hits filed as inhibitors; Microtubule-associated protein tau (Homo sapiens), P10636; K18 P301L tau heparin fibrillization, Alexa594 FP, 6 h; 280,000 compounds, 0.39% hits; note: potency is the fitted concentration of half-maximal effect; % is set by controls: 0 for no effect and ±100 for the full control effect; nearly all actives have a fitted effect of over 55% in size
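Recombinant K18 P301L […], labeled with Alexa 594 at 0.24 uM over 15 uM unlabeled; heparin inducer 20 uM final; 37 C, 6 hr; FP endpoint.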
TRb SRC2 PPI: qHTS for Inhibitors of the Interaction of Thyroid Hormone Receptor and Steroid Receptor Coregulator 2; Thyroid hormone receptor beta (Homo sapiens), P10828; TRbeta-SRC2 peptide binding, fluorescence polarization; receptor liganded with 1 µM T3; Potency, µM (series often up to 106 µM), inactives show top-dose activity change, negative = inhibition, hits mostly inhibitors; 280,000 compounds, 0.065% hits; AID 1469, 2008;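 note: potency is the fitted concentration of half-maximal effect; plate controls were bound peptide for no effect and peptide without receptor for full effect; nearly all actives have a fitted effect of over 50% in size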
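Read-out is fluorescence polarization (555 nm excitation, 632 nm emission) of a Texas Red SRC2 coactivator peptide; loss of signal reflects blocked binding to human TRb ligand-binding domain in the presence of 1 uM T3.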
TexasRed fluor: Total Fluorescence Counterscreen for Inhibitors of the Interaction of Thyroid Hormone Receptor and Steroid Receptor Coregulator 2 | TRb/SRC2 Texas Red total fluorescence interference | 280,000 compounds, 0.29% hits | Potency, µM (top dose mostly 106 µM), inactives show top-dose fluorescence change, negative = quenching | AID 1479, 2009; active = well fitted curve in either direction with a large enough effect; inconclusive = small, poorly fitted or top-dose-only effect; note: potency is the fitted concentration of half-maximal effect; % is set by controls: 0 for no effect and ±100 for the full control effect
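Flags fluorescent or light-absorbing compounds by total fluorescence, S + 2P, at 555 nm excitation and 632 nm emission. Mixture: 20 nM Texas Red SRC2 peptide, 0.6 uM human TRb LBD, 1 uM T3, 5% DMSO; compound exposure 5 h at ambient temperature.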
NPSR antagonist: qHTS Assay for Antagonists of the Neuropeptide S Receptor: cAMP Signal Transduction. Q6W5P4. CHO-NPSR cells, cAMP TR-FRET, antagonist mode. Potency, µM (titrated, usually from 38.3 µM), for the others: at the highest dose activity change, negative = inhibition, hits mostly inhibitors. 220,000 compounds, 1% hits. AID 1461, 2008; note: potency is the fitted concentration of half-maximal effect; % is set by controls: 0 for no effect and ±100 for the full control effect; nearly all actives have a fitted effect of over 50% in size; many of its hits are not listed in these tables
CBFb-RUNX1 inh: qHTS Assay for Compounds Blocking the Interaction Between CBF-beta and RUNX1 for the Treatment of Acute Myeloid Leukemia; 230,000 tested, under 10 active; Runt-related transcription factor 1 (Homo sapiens) + Core-binding factor subunit beta …; AlphaScreen CBFb-His/RUNX1-biotin binding, biochemical; Potency, µM (series often up to 59.8 µM), without a hit: at the highest dose activity, negative = inhibition, usual class: inhibitors; note: % of control where 0% means no effect
Target sequence (Q01196 whole entry, looked up): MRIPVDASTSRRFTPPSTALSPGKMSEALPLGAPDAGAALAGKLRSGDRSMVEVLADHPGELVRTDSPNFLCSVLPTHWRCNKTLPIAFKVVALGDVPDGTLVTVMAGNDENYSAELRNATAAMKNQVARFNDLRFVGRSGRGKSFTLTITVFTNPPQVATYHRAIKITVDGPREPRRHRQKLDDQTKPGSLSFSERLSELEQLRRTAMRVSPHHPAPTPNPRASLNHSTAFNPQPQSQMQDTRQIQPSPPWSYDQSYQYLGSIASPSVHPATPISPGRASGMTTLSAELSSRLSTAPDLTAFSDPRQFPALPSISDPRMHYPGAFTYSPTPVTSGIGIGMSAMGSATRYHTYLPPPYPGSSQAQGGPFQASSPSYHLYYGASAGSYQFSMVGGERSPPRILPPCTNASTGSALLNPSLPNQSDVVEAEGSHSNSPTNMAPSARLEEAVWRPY
Target sequence (Q13951 whole entry, looked up): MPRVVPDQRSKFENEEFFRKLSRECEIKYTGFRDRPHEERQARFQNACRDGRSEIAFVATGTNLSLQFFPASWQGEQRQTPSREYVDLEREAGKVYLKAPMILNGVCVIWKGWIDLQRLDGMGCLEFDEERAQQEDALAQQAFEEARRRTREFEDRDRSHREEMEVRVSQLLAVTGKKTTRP
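Interaction loss through any mechanism counts as activity. Pre-formed complex of His-CBF-beta and biotin-RUNX1 (30 nM apiece) is incubated with compound 15 min, then with 50 ng nickel and 50 ng streptavidin beads for 90 min before AlphaScreen detection.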
The depositor's hits bear a star; ? = inconclusive; · = not tested or not shown; [ ] = dose if it differs, or a comment. Unless noted, calls come from the whole dose curve; as a rule, active = well fitted curve in the direction sought with a large enough effect; inconclusive = small, poorly fitted or top-dose-only effect, or another doubt; inactive = no such curve, though single readings can be large; an effect the other way counts as inactive or inconclusive.

SMILES	GLA spleen mod	Epigenetic reg	Tau fluor cs	Tau fibril FP	TRb SRC2 PPI	TexasRed fluor	NPSR antagonist	CBFb-RUNX1 inh
CNC(=S)N/N=C(\C)c1ccc(C)c(C)c1	-3%	0.0%	-12%	-2%	-2%	1%	-17%	4%
CCOC(=O)C1(CCCc2ccccc2)CCN(C(=O)C2CCCO2)CC1 (stereo not given)	-6%	2.4%	5%	3%	-6%	-1%	1%	-1%
O=C(Cn1c(=O)oc2ccccc21)NCc1ccco1	-2%	-0.9%	-5%	-6%	4%	2%	-4%[46.1 µM]	-4%
Cc1ccc(S(=O)(=O)N(C(=O)c2ccncc2)c2ccc(OC(=O)c3ccncc3)cc2)cc1	-2%	-1.0%	-7%	14%	-1%	-5%	1%	0%
Cc1c(NC(=S)N2CCN(c3cccc(Cl)c3)CC2)c(=O)n(-c2ccccc2)n1C	8%	-1.9%	-13%	2%	-7%	1%	4%	1%
CCCn1c(N)cc(=O)n(C)c1=O	5%	-4.5%	4%	-2%	-4%	-1%	8%	7%
CC(C)CC(NC(=O)C1CCC(C)CC1)C(=O)NCc1ccco1 (stereo not given)	3%	1.1%	-10%	-8%	-1%	-4%	8%	-2%
CCOC(=O)Cc1csc(NC(=O)Cc2ccccc2)n1	1%	0.0%	9%	3%[2.34 µM]	2%	-5%	3%	4%
O=C(NCC1CCCO1)Nc1cc(Cl)cc(Cl)c1 (stereo not given)	6%	6.2%	-19%	?	0%	-2%	1%	6%
O=C(NCCOc1ccccc1F)Nc1ccc(Br)cc1	-7%	-2.2%	-13%	-11%	5%	-2%	-18%	?
Cc1cccc2cc(=O)[nH]c(C)c12	0%	-1.1%	4%	-3%	-11%	-3%	5%[46.1 µM]	2%
COc1ccccc1NC(=O)N(Cc1ccc2c(c1)OCO2)Cc1nc2ccccc2c(=O)[nH]1	3%	0.0%	0%	2%	-9%	0%	-23%[46.1 µM]	5%
CC(=O)n1cc([C@@H]2C=C(C(=O)N3CCOCC3)O[C@H](OCc3ccc(CO)cc3)C2)c2ccccc21	-5%	2.5%	2%	6%	-9%	-2%	25%	-2%
CC(C)CNC(=O)N1CCN(S(=O)(=O)c2ccc3c(ccn3C)c2)CC1	·	0.0%	-8%	-7%	-4%	0%	·	·
CC(=O)c1c(C)[nH]c(C(=O)N2CCN(C(=O)c3ccco3)CC2)c1C	-1%	0.0%	-1%	4%	-18%	2%	-1%[46.1 µM]	0%
CCCCCCNC(=O)c1cccc(-c2ccc(C)c3ccccc23)n1	-2%	3.3%	-7%	-3%	1%	-2%	?	16%[2.36 µM]
CCCC(C)NC(=O)c1cc(C(=O)OC)cc([N+](=O)[O-])c1 (stereo not given)	6%	-0.8%	7%	-3%	-2%	-1%	14%	6%
Cc1ccccc1OCC(=O)Nc1ccc2nc(SCC(N)=O)sc2c1	·	0.0%	-28%	-11%	7%	-17%	·	·
COc1ccc(CC(=O)Nc2cccc(-c3nnc(-c4cccc(C)c4)o3)c2)cc1OC	6%	0.0%	?	-14%	-2%	-1%	?	-6%
O=c1c2sccc2nc(SCc2ccc([N+](=O)[O-])cc2)n1Cc1ccccn1	-2%	0.0%	-12%	?	-4%	0%	-19%	-28%
O=c1cc(O)nc(SCc2ccccc2)n1-c1ccc(F)cc1	-3%	-1.8%	-8%	-4%	10%	2%	-14%[46.1 µM]	-4%
Cc1nnc(NC(=O)c2sc3nc(-c4cccs4)cc(C(F)(F)F)c3c2N)s1	-1%	8.5%	-15%	2%	7%	4%	-7%[46.1 µM]	-20%
Cc1cc(NC(=O)c2ccc3c(c2)OCCO3)ccc1NC(=O)c1ccco1	-11%	-6.0%	8%	6%	-4%	1%	-4%	7%
O=S(=O)(Nc1nc2cc3c(cc2nc1Cl)OCCO3)c1ccccc1	23%	-0.2%	-7%	-3%	1%	-2%	-54%	-3%
CC(C)CN(CC(C)C)C(=O)COc1ccccc1C(N)=O	-2%	1.1%	4%	4%	0%	-6%	-2%	-1%
O=C(NC1CCCCCC1)C1CCCN(S(=O)(=O)c2cccs2)C1 (stereo not given)	-14%	-1.1%	-4%	1%	-2%	2%	-14%[46.1 µM]	14%
COC(=O)c1ccccc1NC(=O)Nc1ccc(Br)cn1	-5%	1.7%	1%	5%	0%	1%	4%	-2%
CCCn1cnc2cc(NCc3ccccn3)ccc21	8%	0.8%	-11%	-9%	-5%	-7%	-12%[46.1 µM]	-29%
O=C1c2ccccc2C(Nc2ccc3c(c2)OCCO3)N1Cc1ccccc1 (stereo not given)	10%	-1.4%	-25%	3%	0%	1%	-24%[46.1 µM]	?
Cc1cc(OC(C)C(=O)N(Cc2ccco2)Cc2ccco2)cc(C)c1Cl (stereo not given)	·	-2.7%	-24%	5%	6%	0%	·	·
O=C(O)CCCC(=O)N1CCN(c2nc(-c3ccccc3)c3ccccc3n2)CC1	8%	2.6%	-6%	7%	-14%	-2%	-10%[46.1 µM]	6%
CCCCNc1nc(N)nc(-c2cc(Cl)ccc2O)n1	6%	0.1%	?	?	11%	-5%	-27%	?
O=C1Nc2cc(C(=O)N3CCOCC3)ccc2SC1N1CCOCC1 (stereo not given)	-6%	-1.5%	5%	-1%	-2%	1%	0%[46.1 µM]	3%
COC(=O)c1c(NC(=O)/C(C#N)=C/c2ccccc2)sc2c1C(C(=O)OC)CC2 (stereo not given)	·	?	-5%	7%	-1%	6%	·	·
COc1ccc(NC(=O)CN(C2CCCCC2)S(C)(=O)=O)cc1Cl	10%	-3.4%	-18%	?	-10%	-4%	-13%[46.1 µM]	-2%
O=C(CCCNS(=O)(=O)c1cccc2nsnc12)NCc1ccc(Cl)cc1	-3%	4.0%	-16%	-6%	-1%	-1%	4%[46.1 µM]	3%
O=c1c2[nH]c3cccc(Cl)c3c2ncn1Cc1ccncc1	-29%	?	-1%	-9%	-9%	0%	-11%[46.1 µM]	-2%
CC(=O)NCc1ccc(S(=O)(=O)N/N=C/c2ccc(Br)cc2)cc1	6%	2.2%	-4%	-14%	-3%	-2%	7%	3%
O=C(COc1ccccc1[N+](=O)[O-])NC1CC1	3%	-2.1%	4%	4%	-1%	-2%	5%	-9%
COc1ccc(S(=O)(=O)NNC(=O)c2sccc2-n2cccc2)cc1	7%	1.1%	-4%	-5%	-11%	-2%	3%	-1%
CCOc1ccc(NC(=O)COC(=O)Cn2cnnn2)cc1OCC	4%	-4.6%	-3%	-5%	-1%	3%	-4%[46.1 µM]	3%
COc1ccc(CC(=O)NNC2=Nc3cccc4cccc2c34)cc1OC	2%	4.5%	?	?	-12%	-1%	-24%	-5%
Cc1cc(-c2ccccc2)n2ncc(C#N)c2n1	?	-4.6%	-4%	-2%	-8%	-2%	-2%[46.1 µM]	0%
O=C(OCC1OC(n2cnc3c(N(C(=O)c4ccccc4)C(=O)c4ccccc4)ncnc32)C(O)C1F)c1ccccc1 (stereo not given)	3%	-1.2%	-27%	-12%	0%	-1%	-27%[46.1 µM]	-8%
CCCCN(C)CCCNC(=O)C1CCN(S(=O)(=O)CC)CC1	·	-0.4%	3%	-2%	-5%	-1%	·	·
Cc1cc(-n2c(C)cc(C(=O)CSc3nnnn3-c3ccc(Cl)cc3)c2C)no1	-2%	2.5%	-12%	-2%	-4%	-4%	1%[46.1 µM]	0%
CCN1C(=O)N[C@@H](CCc2ccccc2)C(C(C)=O)=C1C	3%[17.5 µM]	·	2%[11.6 µM]	-2%[11.6 µM]	-2%[11.2 µM]	-1%[11.2 µM]	·	1%[13.1 µM]
O=C(O)CN1CCOCCOCCN(CC(=O)O)CCOCCOCC1	0%	0.0%	7%	2%	-2%	-10%	21%[46.1 µM]	-3%
COc1ccccc1NC(=S)NC(NC(=O)c1ccco1)C(Cl)(Cl)Cl (stereo not given)	0%	-1.0%	-5%	-3%	-9%	-1%	13%	0%
Cc1ccc(C(=O)c2sc(Nc3ccc(F)cc3)nc2N)c(C)c1	·	-0.6%	16µM*[quencher]	14%	0%	-1%	·	·

Three neighbouring records already listed, quoted:
SMILES	GLA spleen mod	Epigenetic reg	Tau fluor cs	Tau fibril FP	TRb SRC2 PPI	TexasRed fluor	NPSR antagonist	CBFb-RUNX1 inh
Cc1cc(-n2c(C)cc(C(=O)CSc3nnnn3-c3ccc(Cl)cc3)c2C)no1	-2%	2.5%	-12%	-2%	-4%	-4%	1%[46.1 µM]	0%
CCN1C(=O)N[C@@H](CCc2ccccc2)C(C(C)=O)=C1C	3%[17.5 µM]	·	2%[11.6 µM]	-2%[11.6 µM]	-2%[11.2 µM]	-1%[11.2 µM]	·	1%[13.1 µM]
O=C(O)CN1CCOCCOCCN(CC(=O)O)CCOCCOCC1	0%	0.0%	7%	2%	-2%	-10%	21%[46.1 µM]	-3%

Further compounds.
SMILES	GLA spleen mod	Epigenetic reg	Tau fluor cs	Tau fibril FP	TRb SRC2 PPI	TexasRed fluor	NPSR antagonist	CBFb-RUNX1 inh
COc1cccc(C2c3c(oc4ccccc4c3=O)C(=O)N2CCCN(C)C)c1OC (stereo not given)	-4%	0.0%	-6%	-9%	6%	-3%	-5%[46.1 µM]	1%
COc1ccc(NC(=O)CN(C)CC(=O)Nc2ccc(Cl)cc2F)cc1	-1%	2.4%	-20%	0%	2%	-7%	4%	0%
CCOc1ccc(CNC(=O)c2cnc3sc(N4CCC(C)CC4)nn3c2=O)cc1OC	·	1.3%	-5%	6%	8%	-2%	·	·
O=C(C1CC1)N1CCc2cc(Br)cc(S(=O)(=O)N3CCCCCC3)c21	-7%	0.9%	-19%	10%	-22%	-2%	-8%[46.1 µM]	7%
COc1ccc(/C=C/C(=O)Nc2ccc3c(c2)OCCO3)cc1OC	0%	-0.6%	-29%	10%	-10%	2%	0%	-3%

Not all compounds are listed (hit frequency here may not be typical).
